# KRASV12 cytotoxicity = cytotoxicity in KRAS-transformed pancreatic duct cells, primary screen, cell-based, fluorescence, HTS (AID 431) | HPDE-C7K KRASV12 cells, Alamar Blue viability, 48 h; higher % means a stronger effect | cytotoxicity, % at 10 µM; hits with a dose series show EC50 in µM | 63,000 compounds, 1.7% hits;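 active = compounds whose percent cytotoxicity in the single-dose primary screen, scaled between solvent and toxic-drug controls, exceeds 50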;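 also: 0% = DMSO solvent wells and 100% = doxorubicin-treated wells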
# Spn DPM-DC inh = S. pneumoniae DPM-DC inhibitors, primary screen, biochemical, PK/LDH-coupled NADH fluorescence; diphosphomevalonate decarboxylase (Streptococcus pneumoniae D39); purified DPM-DC; calls only at 10 µM; 65,000 compounds, 0.49% hits; AID 556, 2006;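 active = the 320 compounds with the highest percent inhibition in the single-dose primary screen, excluding strongly autofluorescent ones, cut at about 32% in these data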;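 also: kinetic rate of NADH fluorescence loss reporting ADP formed by the decarboxylase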
# Bfl-1 inhibitors = Bfl-1 inhibitors, primary screen, biochemical, fluorescence polarization, FITC-Bid, mouse (AID 432) | Bcl-2-related protein A1 (Mus musculus) | FITC-Bid BH3 peptide fluorescence polarization displacement; higher % means a stronger effect | 64,000 compounds, 0.02% hits | one-dose displacement, % at 20 µM; IC50 in µM for titrated hits; in the data active = a potency from the dose series; inactive = the rest, 99 in 100 with displacement below about 15%; also: strong numbers were not always called active
# Alkaline phosphatase = human TNAP enzyme inhibitors, biochemical, luminescent (AID 518) | purified TNAP enzyme, luminescent substrate readout; higher % means a stronger effect | one-dose inhibition, % at 20 µM; IC50 in µM for titrated hits | 64,000 compounds, 0.09% hits; in the data active = a potency from the dose series; inactive = the rest, 99 in 100 with inhibition below about 22%;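 also: plate controls were vehicle for no effect and reference inhibitor for full effect; many of its hits are not listed in these tables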
# MK inhibit = S. pneumoniae MK inhibitors, primary screen, biochemical, PK/LDH-coupled NADH absorbance; mevalonate kinase [Streptococcus pneumoniae D39]; purified MK, PK/LDH-coupled NADH absorbance 340 nm; inhibition, % at 10 µM; 65,000 compounds, 0.48% hits; AID 555, 2006;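 active = ranked among the strongest by inhibition in the single 10 µM screen, a fixed top-ranked set picked for dose follow-up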; also: no value below 0 was filed
# HPDE-C7 viability = cytotoxicity in HPDE-C7 cells, cell-based, fluorescence, HTS (AID 430) | 63,000 compounds, 1.8% hits | one-dose cytotoxicity, % at 10 µM; EC50 in µM for titrated hits | HPDE-C7 pancreatic duct cells viability, fluorescence; higher % means a stronger effect;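 also: cells exposed to compound for 48 hours before viability readout; 0% = vehicle and 100% = reference cytotoxic drug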
# HT1080 viability = cytotoxicity in HT1080 fibrosarcoma cells, cell-based, fluorescence readout (AID 620); one-dose cytotoxicity, % at 10 µM; EC50 in µM for titrated hits; 87,000 compounds, 0.42% hits; HT1080 viability, fluorescence; higher % means a stronger effect;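 also: cells exposed to compound overnight then 4 h with Alamar Blue; 0% = vehicle DMSO and 100% = killing control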
# LYP inhibition = LYP phosphatase inhibitors, primary screen, biochemical, DiFMUP fluorescence, recombinant catalytic domain, 10 µM (AID 606) | Tyrosine-protein phosphatase non-receptor type 22 (Homo sapiens) | recombinant LYP catalytic domain, DiFMUP fluorescence; higher % means a stronger effect | inhibition, % at 10 µM, or IC50 in µM where a hit was titrated | 52,000 tested, under 10 active;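 active = IC50 under 40 µM in the dose-response test; inactive = IC50 of 40 µM or more, or never dose-tested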
# PMK inhibit = S. pneumoniae PMK inhibitors, primary screen, biochemical, mevalonate pathway, pilot trial included; phosphomevalonate kinase (Streptococcus pneumoniae D39); purified PMK, PK/LDH-coupled NADH absorbance 340 nm; inhibition, % at 10 µM; 65,000 compounds, 0.49% hits;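 active = top-ranked compounds by inhibition in the single 10 µM screen, taking a fixed number of the strongest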;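 also: 0% = full reaction with DMSO carrier and 100% = background rate without enzyme reaction; no value below 0 was filed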
# PMK inhibit pilot replicates = also measured in PMK inhibit; calls as there; inhibition, %; measured here: pilot screen replicates
# MK inhibit pilot replicates = second read-out of MK inhibit, no call of its own (marks repeat the call); inhibition, %; measured here: pilot screen replicates
# Spn DPM-DC inh pilot screen % = second read-out of Spn DPM-DC inh, no call of its own (marks repeat the call); inhibition, %; measured here: pilot screen trials
# * = called active by the depositor; i = inactive; nt = not tested or not shown. Rule as the data show it, unless noted: active = cytotoxicity above about 50%; inactive = the rest.
SMILES,KRASV12 cytotoxicity,Spn DPM-DC inh,Bfl-1 inhibitors,Alkaline phosphatase,MK inhibit,HPDE-C7 viability,HT1080 viability,LYP inhibition,PMK inhibit,others
O=C(c1ccc2c(c1)OCCO2)C1CCN(S(=O)(=O)c2cccc(F)c2)CC1,-1%,i,0%,6%,0,0%,-3%,1%,11,
COc1c(C)cc(Br)cc1C(=O)Nc1cccc(NC(=O)c2ccco2)c1,44%,i,-1%,9%,6,36%,-7%,6%,9,
C=CCOC(=O)C1=C(C)Nc2nnnn2C1c1cccc(OC)c1OC (stereo not drawn),1%,i,1%,6%,6,-2%,12%,-17%,9,
CCOC(=O)C1(C)NC(c2ccc(OC)cc2OC)C2C(=O)N(c3cccc(OC)c3)C(=O)C21 (stereo not drawn),-26%,i,-5%,11%,9,-33%,4%,nt,15,
CC1CCCN(S(=O)(=O)c2coc(C(N)=O)c2)C1 (stereo not drawn),7%,i,3%,20%,6,2%,-5%,-6%,10,PMK inhibit pilot replicates=1.5;MK inhibit pilot replicates=0.5;Spn DPM-DC inh pilot screen %=2.5
N=c1c2c3c(sc2ncn1N)CCCCC3,-15%,i,-4%,1%,0,-13%,6%,10%,17,
O=C(O)CCCCCN=C1CCc2ccccc2N1,nt,i,0%,4%,11,nt,-8%,15%,9,
O=C1c2ccccc2C(=O)N1CCc1nc(-c2ccccn2)no1,-17%,i,2%,5%,14,-2%,5%,14%,9,
CN(C)/C=C1\N=C(c2ccc3c(c2)OCO3)OC1=O,-8%,i,1%,14%,11,-2%,0%,5%,0,PMK inhibit pilot replicates=1.0;MK inhibit pilot replicates=0.0;Spn DPM-DC inh pilot screen %=0.0
O=C1NC(Nc2nc3ccccc3s2)(C(F)(F)F)C(=O)N1C1CCCCC1 (stereo not drawn),11%,i,8%,-2%,5,1%,nt,-5%,3,

# Overlap with the part before: six compounds; new compounds follow.
SMILES,KRASV12 cytotoxicity,Spn DPM-DC inh,Bfl-1 inhibitors,Alkaline phosphatase,MK inhibit,HPDE-C7 viability,HT1080 viability,LYP inhibition,PMK inhibit,others
CC1CCCN(S(=O)(=O)c2coc(C(N)=O)c2)C1 (stereo not drawn),7%,i,3%,20%,6,2%,-5%,-6%,10,PMK inhibit pilot replicates=1.5;MK inhibit pilot replicates=0.5;Spn DPM-DC inh pilot screen %=2.5
N=c1c2c3c(sc2ncn1N)CCCCC3,-15%,i,-4%,1%,0,-13%,6%,10%,17,
O=C(O)CCCCCN=C1CCc2ccccc2N1,nt,i,0%,4%,11,nt,-8%,15%,9,
O=C1c2ccccc2C(=O)N1CCc1nc(-c2ccccn2)no1,-17%,i,2%,5%,14,-2%,5%,14%,9,
CN(C)/C=C1\N=C(c2ccc3c(c2)OCO3)OC1=O,-8%,i,1%,14%,11,-2%,0%,5%,0,PMK inhibit pilot replicates=1.0;MK inhibit pilot replicates=0.0;Spn DPM-DC inh pilot screen %=0.0
O=C1NC(Nc2nc3ccccc3s2)(C(F)(F)F)C(=O)N1C1CCCCC1 (stereo not drawn),11%,i,8%,-2%,5,1%,nt,-5%,3,
CC(=O)c1sc(NC(=O)c2ccc(Cn3cc(Br)cn3)o2)nc1C,1%,i,3%,10%,4,3%,-18%,4%,6,
O=S(=O)(CCc1nc2ccccc2o1)c1ccc(Cl)c(Cl)c1,2%,i,1%,12%,0,4%,4%,7%,0,
O=C(CSc1nc2ncccc2[nH]1)NCc1ccccc1,-6%,i,-2%,18%,3,-6%,1%,nt,10,
COc1ccccc1C(c1nnnn1Cc1ccccc1)N1CCN(c2nc3ccccc3s2)CC1 (stereo not drawn),-13%,i,2%,6%,9,-10%,-15%,2%,0,
CCCC(C)C(=O)Nc1ccc(Cl)cn1 (stereo not drawn),-7%,i,4%,6%,0,0%,-8%,4%,4,
O=C(CSc1ncn[nH]1)c1ccc2c(c1)OCCO2,-7%,i,1%,14%,9,-6%,-5%,4%,3,
COc1ccc(-c2nc3ccccc3c(=O)n2CCCN2CCOCC2)cc1,9%,i,-1%,13%,4,-8%,2%,9%,8,
O=C(O)CCN1C(=O)C(=C2CCCCCC2)SC1=S,-5%,i,0%,12%,12,-8%,3%,18%,24,
O=C(O)C1C2C=CC(C2)C1C(=O)NCCc1ccncc1 (stereo not drawn),-12%,i,4%,20%,3,-3%,-1%,7%,1,
N#Cc1nc(COc2ccc(F)cc2)oc1N1CCN(Cc2ccccc2)CC1,32%,i,3%,11%,0,20%,26%,0%,8,
CCOC(=O)CNC(=O)CSc1nnc(Cn2c(=O)sc3ccccc32)n1C,-7%,i,4%,4%,2,-2%,-4%,11%,1,
Cc1ccc(Cn2ccc(NC(=O)c3cc(-c4cccc(Cl)c4)on3)n2)cc1,0%,i,-8%,3%,8,-2%,-2%,5%,15,
CCCCCCOc1ccc(N2C(=O)CC(N3CCC(C(=O)OCC)CC3)C2=O)cc1 (stereo not drawn),1%,i,-4%,0%,0,-1%,2%,nt,0,
O=c1c2cnn(-c3ccccc3)c2ncn1Cc1ccccc1,-14%,i,-1%,24%,4,-4%,-4%,11%,0,
C=CCn1cnc2c(c1=O)c1nc3ccccc3nc1n2-c1ccccc1,-2%,i,-1%,6%,0,1%,-8%,10%,13,
COc1ccc(-c2ccc(OC)cc2C(=O)O)cc1,nt,i,-2%,9%,5,nt,1%,11%,0,
Cn1ncc(N=Cc2ccccc2O)c1C(=O)N1CCOCC1,-2%,i,-1%,4%,1,5%,-4%,-2%,4,
CCNc1nc(N2CCOCC2)nc(N(c2ccccc2)c2ccccc2)n1,0%,i,-3%,8%,2,-21%,-10%,6%,14,PMK inhibit pilot replicates=9.5;MK inhibit pilot replicates=0.0;Spn DPM-DC inh pilot screen %=0.0
COCCCNC(=O)Cn1nnc(-c2ccc(NC(=O)c3ccccc3OC)cc2)n1,-8%,i,4%,1%,12,-20%,3%,12%,4,
CC1(C)Cn2c(nnc2-c2cccc(O)c2)S1,nt,i,6%,6%,10,nt,14%,3%,5,
CC(=O)Nc1ccc(NC(=O)CN2CCCC(C)C2)c(Cl)c1 (stereo not drawn),24%,i,-4%,14%,7,16%,-3%,-2%,3,
O=C(CCS(=O)(=O)c1ccccc1)Nc1nccs1,-4%,i,-1%,5%,6,-8%,0%,14%,11,
CCCc1nc2ccccc2c(C(=O)OCc2nnc(-c3cc(OC)c(OC)c(OC)c3)o2)c1CC,-1%,i,-11%,12%,7,3%,-5%,0%,15,
O=C(Nc1ccc2nc(-c3ccco3)[nH]c2c1)c1ccco1,4%,i,-2%,8%,6,6%,9%,5%,0,
CCOC(=O)c1ccc(NC(=O)CCc2ccc(C)o2)cc1,14%,i,-3%,9%,0,1%,6%,13%,0,
Cc1ccc2cc(C(c3nnnn3C3CCCC3)N(Cc3cccnc3)Cc3ccco3)c(=O)[nH]c2c1 (stereo not drawn),-10%,i,11%,13%,6,-2%,-17%,nt,12,
Cn1c(SCC(=O)c2ccc(F)cc2)nc2cccnc21,10%,i,-2%,11%,5,-3%,2%,9%,7,
O=C(c1cc2nc(-c3ccccc3)cc(C(F)(F)F)n2n1)N1CCCC1,-4%,i,0%,-1%,6,-7%,6%,-5%,0,
COc1ccc(S(=O)(=O)Cc2ccc(C(=O)NCc3cccnc3)o2)cc1,4%,i,-11%,10%,0,-4%,-7%,9%,5,
Nc1nc2n(n1)C(c1ccc(Cl)cc1)CC(c1ccc(F)cc1)N2 (stereo not drawn),-4%,i,5%,10%,3,-3%,6%,-1%,5,
Cc1cc(NC(=O)CSc2nc(C(C)C)nc3c2c(=O)n(C)c(=O)n3C)no1,-2%,i,2%,5%,5,-16%,0%,0%,0,
Cc1ccccc1C(=O)Nc1ccc(S(=O)(=O)N2CCN(C)CC2)cc1,0%,i,-2%,7%,27,5%,-1%,5%,5,
CCC(=O)Oc1ccc(C(CC)C(CC)c2ccc(OC(=O)CC)cc2)cc1 (stereo not drawn),11µM*,i,-6%,12%,7,9.2µM*,-22%,20%,12,PMK inhibit pilot replicates=2.0;MK inhibit pilot replicates=0.0;Spn DPM-DC inh pilot screen %=2.0
COC(=O)CCN(C(C)=O)c1ccc(N)cc1,-7%,i,-7%,6%,7,-7%,-9%,-4%,10,
Cc1cccc(NC(=O)CSc2nnc(-c3ccccc3)n2N)c1,1%,i,-5%,11%,7,-16%,3%,-3%,0,
CCCc1cc(=O)oc2c(C)c(O)c(CN3CCCCC3)cc12,-5%,nt,-8%,6%,0,-3%,-12%,6%,1,
Cn1c(N2CCC(C(N)=O)CC2)nc2c1c(=O)n(Cc1ccc(Br)cc1)c(=O)n2C,36%,i,-1%,16%,6,29%,14%,8%,7,PMK inhibit pilot replicates=2.5;MK inhibit pilot replicates=0.0;Spn DPM-DC inh pilot screen %=0.0
CCN(C(=O)COC(=O)C(Cc1ccccc1)N1C(=O)c2ccccc2C1=O)C1CCS(=O)(=O)C1 (stereo not drawn),nt,i,-5%,9%,1,nt,1%,10%,14,
c1ccc(Cn2nnc3cnccc32)cc1,-41%,i,-5%,9%,3,-25%,-6%,3%,23,
CCOC(=O)C1CCN(Cc2cn[nH]c2-c2ccc(C)cc2)CC1,nt,i,-8%,8%,3,nt,-7%,-7%,8,
CCOC(=O)C1CC=C(Cl)CC1C(=O)Nc1nccs1 (stereo not drawn),nt,i,0%,3%,12,nt,6%,nt,11,
CSc1ncc(C(=O)O)n1-c1ccc(F)cc1,0%,i,-7%,7%,3,-12%,1%,-5%,16,
O=C(Nc1nc(-c2ccccc2)cs1)c1ccc(Br)o1,17%,i,0%,9%,0,15%,1%,nt,3,
Brc1ccc(-c2nc3ccccc3s2)s1,-5%,i,-2%,4%,0,-6%,26%,9%,8,
COc1cc(C)c(-c2cc(C(=O)O)c(C)o2)cc1C(C)C,6%,i,4%,8%,11,7%,-11%,2%,0,PMK inhibit pilot replicates=0.0;MK inhibit pilot replicates=0.0;Spn DPM-DC inh pilot screen %=0.0
CCS(=O)(=O)N1CCN(C2CCC(c3ccccc3)CC2)CC1 (stereo not drawn),8%,i,3%,2%,7,19%,8%,-3%,8,
Cc1cc2oc(=O)cc(COC(=O)Cn3cnnn3)c2cc1C(C)C,-2%,i,7%,5%,1,0%,-9%,-3%,11,
O=C(CSCc1ccco1)Nc1cc(C(F)(F)F)ccc1N1CCOCC1,-9%,i,-4%,14%,10,4%,3%,nt,17,
Cc1ccccc1OCC(=O)N(Cc1nc(-c2ccccc2)no1)C(C)C,-1%,i,1%,8%,5,-7%,-10%,5%,13,
CN1C(=O)OC2(C)CCc3ccccc3C12C (stereo not drawn),4%,i,0%,5%,0,-1%,-1%,16%,31*,
